Source: PubChem (The Scripps Research Institute Molecular Screening Center)
UHRF1 binding = UHRF1 methyl-DNA binding inhibition | Q96T88 | UHRF1 binding to methylated oligo, TR-FRET | inhibition, % at 4.4 µM | 0.75% of 370,000 active | AID 687016; in the data active = inhibition above about 21%;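 note: UHRF1 SRA domain binding a hemimethylated CpG hairpin DNA probe; 0% = median of test compound wells and 100% = reference inhibitor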
ASAP1 GAP inh = ASAP1 ArfGAP inhibition; Q9ULH1; ASAP1-stimulated ARF1 GTP hydrolysis, GDP FP detection; inhibition, % at 16.5 µM; 0.19% of 360,000 active; AID 624377; in the data active = inhibition above about 25%;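 note: 0% = vehicle with enzyme and substrate and 100% = no enzyme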
Tn6 DDE FP = disrupts Tn6 cyclic peptide binding to fibrin D-Dimer-E complex | Fibrin DD(E) TRITC-Tn6 fluorescence polarization displacement | inhibition, % at 8.3 µM | 0.21% of 370,000 active;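 active = inhibition above a per-campaign cutoff: mean of compounds within control limits plus 3 SD, cut at about 15% in these data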;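 note: 0% = median of all compound wells on the plate and 100% = blocking peptide control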
PLCg1 inh = inhibitors of human phospholipase C gamma1 | P19174 | purified PLC-gamma1, fluorogenic substrate, fluorescence | 0.84% of 370,000 active | inhibition, % at 12.2 µM; in the data active = inhibition above about 9.5%
Target sequence (P19174 whole entry, looked up): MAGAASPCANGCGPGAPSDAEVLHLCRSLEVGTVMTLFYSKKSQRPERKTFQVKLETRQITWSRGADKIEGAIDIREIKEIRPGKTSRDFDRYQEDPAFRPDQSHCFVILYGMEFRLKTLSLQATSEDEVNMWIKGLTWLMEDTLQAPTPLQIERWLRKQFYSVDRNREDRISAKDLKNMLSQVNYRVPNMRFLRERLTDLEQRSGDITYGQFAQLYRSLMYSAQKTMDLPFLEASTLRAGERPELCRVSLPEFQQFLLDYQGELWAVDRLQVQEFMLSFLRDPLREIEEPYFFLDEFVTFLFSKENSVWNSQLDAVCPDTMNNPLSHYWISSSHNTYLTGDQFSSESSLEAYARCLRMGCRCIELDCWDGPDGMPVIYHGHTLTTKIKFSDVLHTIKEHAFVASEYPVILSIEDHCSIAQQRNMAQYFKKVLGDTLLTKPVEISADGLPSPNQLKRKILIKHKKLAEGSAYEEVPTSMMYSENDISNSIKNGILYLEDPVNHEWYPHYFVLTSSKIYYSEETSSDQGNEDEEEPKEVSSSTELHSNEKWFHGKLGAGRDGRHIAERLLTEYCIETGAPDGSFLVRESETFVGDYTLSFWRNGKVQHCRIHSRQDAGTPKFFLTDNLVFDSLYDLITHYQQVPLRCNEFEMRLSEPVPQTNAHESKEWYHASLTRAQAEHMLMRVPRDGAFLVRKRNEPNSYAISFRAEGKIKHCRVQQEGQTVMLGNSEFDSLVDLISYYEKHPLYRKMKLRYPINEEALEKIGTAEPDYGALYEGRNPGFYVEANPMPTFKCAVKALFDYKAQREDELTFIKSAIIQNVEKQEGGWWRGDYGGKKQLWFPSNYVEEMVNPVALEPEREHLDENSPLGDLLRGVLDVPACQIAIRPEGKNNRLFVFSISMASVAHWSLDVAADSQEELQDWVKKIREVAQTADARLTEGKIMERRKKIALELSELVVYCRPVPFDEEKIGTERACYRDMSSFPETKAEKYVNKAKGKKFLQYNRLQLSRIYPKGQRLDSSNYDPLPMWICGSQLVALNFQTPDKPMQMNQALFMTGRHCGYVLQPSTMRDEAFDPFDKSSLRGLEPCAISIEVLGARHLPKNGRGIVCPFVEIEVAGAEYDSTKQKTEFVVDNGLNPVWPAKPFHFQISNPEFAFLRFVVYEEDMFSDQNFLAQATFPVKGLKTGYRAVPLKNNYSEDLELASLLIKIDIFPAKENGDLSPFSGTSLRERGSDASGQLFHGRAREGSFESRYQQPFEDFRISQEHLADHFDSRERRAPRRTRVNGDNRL
ADAM17 inh = inhibits human ADAM17; P78536; recombinant ADAM17, EDANS/DABCYL FRET peptide cleavage; inhibition, % at 6.95 µM; 0.83% of 370,000 active; AID 720648;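 active = inhibition above the mean of compounds lying between control limits plus 3 SD, set per campaign, cut at about 8.5% in these data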;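 note: 0% = DMSO-only wells as the low control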
ARFGAP1 inhibitor = inhibitors of rat ARFGAP1. Arfgap1-stimulated ARF1 GTP hydrolysis, GDP FP detection. inhibition, % at 16.5 µM. 0.26% of 360,000 active. AID 651572;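 active = inhibition above a per-plate limit, mean inhibition of low control wells plus 3 SD, cut at about 25% in these data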;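 note: 0% = DMSO wells with enzyme and 100% = wells lacking Arfgap1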
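Replicates: Single well per compound | Assay system: Truncated rat Arfgap1 GAP domain | Control set: No-Arfgap1 wells (100%) versus DMSO full-reaction wells (0%) | Times: Enzyme reaction 120 min at 25 °C after 20 min preincubation | Reagent: Human ARF1(Δ1-17)-GTP substrate | Measured by: Tracer-displacement fluorescence polarization with EDTA stop, 620/688 nm | Measure: Percent inhibition of Arfgap1-stimulated GTP hydrolysis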
MBD2 inh = blocks human MBD2 binding to methylated DNA; TR-FRET, MBD2 binding to methylated oligonucleotide; inhibition, % at 4.4 µM; 0.31% of 370,000 active; in the data active = inhibition above about 13%
Tn7 DDE FP = disrupts Tn7 cyclic peptide binding to fibrin D-Dimer-E complex | P02675 | FP displacement of FITC-Tn7 peptide from fibrin DD(E); 0% = median of compound wells per plate | inhibition, % at 8.3 µM | 0.13% of 370,000 active;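 active = inhibition above the mean of compounds falling within the control limits plus 3 SD of them, cut at about 14% in these data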;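 note: 0% = plate median of compound wells and 100% = 10 µM Aha-Tn7 peptide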
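Also added: labelled Tn7 tracer, 0.1 µM; Assay system: human fibrin DD(E) protein; Amount: 2 µM fibrin DD(E); Schedule: 10 min compound pre-incubation, 3 h probe incubation at room temperature; Repeats: one replicate per compound; Read-out basis: percent inhibition; Measured by: fluorescence polarization of the labelled Tn7 tracer.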
proKLK7 act = activators of human kallikrein-7 zymogen. P49862. purified proKLK7, EDANS-DABCYL substrate fluorescence; 100% is mature enzyme control, 0% vehicle. activation, % at 7 µM. 0.9% of 370,000 active;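 active = activation above the mean of all tested compounds plus 3 SD, computed per campaign excluding outliers beyond control limits, cut at about 13% in these data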
PLCb3 inh = blocks human PLC-beta3 enzyme activity | Q01970 | Purified PLC-beta3, fluorogenic substrate, fluorescence | inhibition, % at 12.2 µM | 0.18% of 370,000 active; in the data active = inhibition above about 11%;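 note: 0% = median of compound wells on plate and 100% = full blocker control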
An asterisk follows results filed as active; i = inactive; · = not tested or not shown.

SMILES	UHRF1 binding	ASAP1 GAP inh	Tn6 DDE FP	PLCg1 inh	ADAM17 inh	ARFGAP1 inhibitor	MBD2 inh	Tn7 DDE FP	proKLK7 act	PLCb3 inh
CCOc1ccccc1N1CCN(C(=O)CCNS(=O)(=O)c2ccccc2F)CC1	4	1	-3	2	-1	-1	1	-2	-0.3	-7
CCOc1ccc(-n2c(SCC(=O)c3ccccc3Cl)nnc2-c2ccncc2)cc1	0	·	5	3	5	·	-2	-2	0.5	0
CCOC(=O)C1(CCOC)CCN(Cc2ccccc2-c2ccco2)CC1	0	-2	-4	2	0	-4	-4	7	0.1	-3
COC(=O)[C@@]1(Cc2ccc(F)cc2)[C@H]2c3cc(C(=O)N(C)C)n(Cc4ccsc4Br)c3C[C@H]2CN1C(=O)c1ccccc1	0	-6	-4	-3	4	7	4	3	-0.1	-6
CC1CC(C(F)F)n2nc(C(=O)Nc3sc4c(c3C#N)CCC(C(C)(C)C)C4)nc2N1 (stereo unspecified)	1	-7	2	0	-4	-2	2	5	0.1	-2
CCN1CNC(=S)N(c2cccc(C)c2)C1	0	2	5	2	-5	4	-2	2	-0.5	-3
COc1ccc(CCNC(=O)CN(c2ccccc2)S(C)(=O)=O)cc1	0	-10	3	4	-3	-4	-5	1	-0.1	5
Fc1ccccc1OCCCCSc1ncccn1	2	9	-5	0	0	-2	-3	4	-0.1	-3
CCNS(=O)(=O)c1ccc(CCC(=O)N2CCN(c3cccc(Cl)c3)CC2)cc1	2	-6	8	0	2	-3	-5	-4	0.5	-3
Cc1sc(NC(=O)CSC2=NCCS2)nc1-c1ccccc1	-1	-2	1	-2	-2	8	-1	0	0.3	0
C/C(Cl)=C\Cn1c(Nc2cccc(C)c2)nc2c1c(=O)n(C)c(=O)n2C	1	-2	5	1	1	7	0	-2	-0.2	-2
Cc1ccccc1S(=O)(=O)Oc1cccc2c(O)cccc12	-5	-12	9	2	4	-11	-4	3	-0.1	-4
COC(=O)CC1COc2ccccc2N1S(=O)(=O)c1ccc(Br)cc1 (stereo unspecified)	-2	6	-4	3	2	3	0	3	0.1	-3
Cc1nnsc1Sc1ccccc1C(=O)O	3	-3	-5	6	-6	5	11	4	0.1	2
COc1cc(C#N)ccc1OCC(=O)c1ccc2c(c1)OCCO2	-3	1	-4	-3	-3	1	3	-3	0.8	-1
Cc1c(NC(=O)c2n[nH]c(=O)c3ccccc23)c(=O)n(-c2ccccc2)n1C	1	-1	-4	4	0	7	-3	-1	0.2	-2
COC(=O)Nc1ccc(S(=O)(=O)N2CCCC(C(=O)NC3CCS(=O)(=O)C3)C2)cc1 (stereo unspecified)	5	4	-2	1	-5	-11	4	7	-1.1	-2
CS(=O)(=O)N1CCC(C(=O)Nc2ccccc2Br)CC1	1	7	-3	-2	-7	-6	5	-3	-0.1	-3
COc1cc(NS(=O)(=O)c2ccc(NC(=S)NC(=O)/C=C/c3ccc(OC)c(OC)c3)cc2)ncn1	2	18	-3	-8	-1	-10	6	-3	-0.3	-10
N#CC1=C(N)Oc2n[nH]c(-c3cccnc3)c2C1c1cc(F)ccc1F (stereo unspecified)	-5	3	-8	0	-6	13	2	-2	0.5	1
N#Cc1nc(-c2ccccc2Cl)oc1N1CCOCC1	0	-7	1	-9	-53	0	-2	5	0.3	-21
COc1ccc(-c2oc(=O)c3cc(OC)c(OC)cc3c2C#CC2(O)CCCCC2)cc1	-2	3	-3	-11	-4	7	-2	1	-1.8	-11
CCCCS(=O)(=O)Nc1ccc2c(c1)ncn2C1CCCCC1	-1	-8	3	2	-2	8	0	-5	0.3	-3
CC1CCN(C(=O)Cn2nnc(-c3ccccc3)n2)CC1	-3	-8	-3	2	0	5	4	-9	1.0	-3
Cc1onc(-c2ccccc2)c1C(=O)OCC(=O)N1CCN(c2ccccc2)CC1	1	-1	-2	-1	-2	12	3	2	0.5	-2
O=C(NCCN1C(=O)S/C(=C\c2ccccc2F)C1=O)C1CCCN1C(=O)c1cccs1 (stereo unspecified)	0	7	2	1	6	6	1	-2	0.4	2
O=C(COc1ccc(Br)cc1Cl)NC1CCCCC1	2	-15	4	0	3	-7	-1	-11	0.0	-1
O=C1Nc2ccccc2S/C1=C/Nc1cccc(Cl)c1	-3	4	-3	-2	-1	5	-2	-2	-0.7	-5
COc1cc2c(c(OC)c1OC)CC(=O)N(C)CC2	1	-2	-2	3	5	-17	0	6	-0.4	-2
Cc1cccc(NC(=O)c2ccc(NC(C)c3ccccc3)c([N+](=O)[O-])c2)n1 (stereo unspecified)	0	0	-4	0	-5	4	-1	1	0.3	-5
CCCCN(C(=O)c1ccc(N2C(=O)c3ccccc3C2=O)cc1)c1c(N)n(CC(C)C)c(=O)[nH]c1=O	-1	-2	3	-1	2	-10	-4	5	-0.1	2
COc1ccc(CNC(=O)c2ccccc2C(=O)O)cc1	3	0	-10	1	-5	-9	3	0	0.1	0
O=C(CSc1ncn[nH]1)CSc1ncn[nH]1	0	9	3	-1	-2	-4	2	3	-0.5	-4
CCN(Cc1ccccc1)C(=O)c1cc(COc2c(F)cccc2F)on1	4	-12	5	1	-1	3	1	4	0.2	-8
Cc1nnc(SCc2nnc(-c3cccs3)o2)s1	1	13	-1	-13	-1	7	-6	-2	-0.8	-33
COC(=O)c1ccc(OS(=O)(=O)N(C)C)cc1	0	10	7	0	-1	6	-3	1	-1.0	1
Cc1c(CCO)c(=O)n2c([nH]c3ccccc32)c1C#N	7	5	-6	-195	i	6	4	3	-6.0	-260
O=C(CSc1nnc(-c2cccnc2)n1-c1ccc(Cl)cc1)c1ccc2ccccc2c1	-2	·	1	-3	0	·	-7	-7	-0.1	-3
O=C(CCc1ccccc1)N=C1SC2CS(=O)(=O)CC2N1c1ccccc1 (stereo unspecified)	4	6	0	-1	-2	-5	5	-4	0.4	-14
CCOC(=O)C1=C(COC(=O)C2CC(=O)N(c3ccccc3CC)C2)NC(=O)NC1C (stereo unspecified)	-1	-4	4	1	0	-9	-1	1	0.2	3
Cc1nn(-c2ccccc2)cc1/C=N/NS(=O)(=O)c1ccccc1	0	-5	-2	0	-1	-4	4	0	0.6	-1
CCC(C)(C)NC(=O)C1CCN(c2nc(OC)nc(OC)n2)CC1	5	0	3	0	1	3	4	0	0.1	-2
O=C(NCCc1c[nH]c2ccccc12)C1CCN(S(=O)(=O)c2ccccc2F)CC1	2	4	-5	0	-1	11	3	-8	0.3	-2
Cc1ccc(Cn2c(=N)c(C(=O)NC3CCCCC3)cc3c(=O)n4ccccc4nc32)cc1	2	4	1	-95	-140	2	0	-2	-1.1	-125
CN1CN=C(NS(=O)(=O)c2ccc([N+](=O)[O-])cc2)NC1	-2	5	-4	1	2	10	-4	-1	-0.5	0
c1csc(-c2nc3nc4ccccc4nc3n2Cc2ccc3c(c2)OCO3)c1	-3	-20	11	-14	-8	-6	0	-1	-0.2	-18
Cc1ccc(OCC(=O)Nc2ccc(N3CCOCC3)cc2)c([N+](=O)[O-])n1	-5	-5	-6	-1	0	12	-4	-1	0.5	-3
CC1(C)C2CCC1(C(=O)O)c1nc3ccccc3nc12 (stereo unspecified)	-3	4	1	-1	-1	3	1	1	0.1	2
Cc1ccc(C2CC(=O)NC(SCC(=O)Nc3nccs3)=C2C#N)cc1 (stereo unspecified)	0	10	11	0	-2	-5	1	-2	-0.1	-1
CCCCOC(=O)c1cc(=O)[nH]c(=O)[nH]1	1	12	2	6	2	-2	0	8	-0.4	5
CN1CCN(C(=O)NC2CCCN2S(=O)(=O)c2ccc(Cl)cc2)CC1 (stereo unspecified)	9	1	-2	5	8	-16	1	2	0.3	7
CC(C)COc1ccc(C(=O)Nc2ccc(NC(=O)c3ccco3)c(Cl)c2)cc1	-1	-1	2	3	0	14	-1	-8	-0.8	9
CN(C)S(=O)(=O)N1CCN(CC(=O)Nc2ccc(F)cc2)CC1	3	1	10	-1	1	-1	2	-1	0.1	-4
CCOC(=O)N1CCC(N2CCN(C3CCCC3)C(CCO)C2)CC1 (stereo unspecified)	4	-1	-5	0	-6	-6	5	9	0.4	-2
C#CCNC[C@@H]1CSCCS(=O)(=O)N1	-3	-1	-9	-2	-5	-7	-1	1	-0.6	1
O=C(/C=C/N1CCN(Cc2ccccc2)CC1)C(F)(F)F	5	6	6	6	5	8	5	-8	0.1	3
O=C(C1CC1)N1CCc2cc(Br)cc(S(=O)(=O)NCc3ccc4c(c3)OCO4)c21	3	3	5	0	-1	-5	4	3	-0.2	1
c1ccc2c(c1)CCCn1nnnc1-2	-2	-3	2	1	-3	-9	3	11	-0.7	0
O=C(NC(CO)C(=O)OCc1ccccc1)OCc1ccccc1 (stereo unspecified)	3	0	-5	1	1	-3	-1	-4	-0.2	-6
O=C1OCCN1S(=O)(=O)Nc1ccccc1	2	1	-1	2	-5	10	5	-3	0.4	-5

At a glance, part of the list above.
SMILES	UHRF1 binding	ASAP1 GAP inh	Tn6 DDE FP	PLCg1 inh	ADAM17 inh	ARFGAP1 inhibitor	MBD2 inh	Tn7 DDE FP	proKLK7 act	PLCb3 inh
O=C(NC(CO)C(=O)OCc1ccccc1)OCc1ccccc1 (stereo unspecified)	3	0	-5	1	1	-3	-1	-4	-0.2	-6
O=C1OCCN1S(=O)(=O)Nc1ccccc1	2	1	-1	2	-5	10	5	-3	0.4	-5

(cont.)
SMILES	UHRF1 binding	ASAP1 GAP inh	Tn6 DDE FP	PLCg1 inh	ADAM17 inh	ARFGAP1 inhibitor	MBD2 inh	Tn7 DDE FP	proKLK7 act	PLCb3 inh
O=C(/C=C/c1ccc([N+](=O)[O-])cc1)NCCc1ccc(F)cc1	-2	-6	5	0	1	4	0	1	0.0	4
N/C(=N\OC(=O)CCn1cccc(C(F)(F)F)c1=O)c1ccc(OC(F)(F)F)cc1	-2	10	1	6	-1	-6	0	3	0.0	3
C[C@@H](C(=O)Nc1ccccc1N1CCOCC1)N1C(=O)C2CC=CCC2C1=O (stereo partly specified)	0	7	0	0	-3	-11	5	2	0.6	-1
CCC(CC)c1nnc(NC(=O)c2c(C)nn(Cc3ccccc3Cl)c2C)s1	-1	3	-2	1	3	6	-4	4	-0.4	4
O=C(COc1cc2oc(=O)c3c(c2cc1Cl)CCC3)NCCCn1ccnc1	-6	-5	-2	1	-13	11	1	2	1.0	-9
COc1cccc(OCCNC(=O)c2cc([N+](=O)[O-])cc([N+](=O)[O-])c2)c1	-2	-1	11	-1	1	3	-3	-4	0.1	0

Some of these compounds in order of the MBD2 inh value, ascending:
SMILES	UHRF1 binding	ASAP1 GAP inh	Tn6 DDE FP	PLCg1 inh	ADAM17 inh	ARFGAP1 inhibitor	MBD2 inh	Tn7 DDE FP	proKLK7 act	PLCb3 inh
CCC(CC)c1nnc(NC(=O)c2c(C)nn(Cc3ccccc3Cl)c2C)s1	-1	3	-2	1	3	6	-4	4	-0.4	4
COc1cccc(OCCNC(=O)c2cc([N+](=O)[O-])cc([N+](=O)[O-])c2)c1	-2	-1	11	-1	1	3	-3	-4	0.1	0
O=C(/C=C/c1ccc([N+](=O)[O-])cc1)NCCc1ccc(F)cc1	-2	-6	5	0	1	4	0	1	0.0	4
O=C(COc1cc2oc(=O)c3c(c2cc1Cl)CCC3)NCCCn1ccnc1	-6	-5	-2	1	-13	11	1	2	1.0	-9
